High-throughput results as filed in PubChem BioAssay.
Y pestis TopoI: blocks Yersinia pestis topoisomerase I activity. AID 504884. activity, % at 10 µM. actives 0.064% (n = 360,000). Y. pestis Topo-I cleavage product accumulation, plate reader; in the data active means activity above about 50%, passing the limit was not always enough; inconclusive means no clear call, values can overlap the other calls; further: inactives centre near 2
SARS 3CLpro inh: SARS-CoV 3CLpro protease inhibition. inhibition, % at 6 µM. AID 1706. P0C6X7. recombinant SARS-CoV 3CLpro, quenched FRET peptide cleavage. actives 0.14% (n = 290,000); in the data active means inhibition above about 12%
CCHF vOTU inh: CCHFV vOTU protease inhibition | inhibition, % at 11.5 µM | actives 0.55% (n = 370,000) | Pep-AMC fluorescence; in the data active means inhibition above about 30%; further: 0% = vehicle wells with enzyme and 100% = no enzyme wells
Vc quorum ag: inducers of Vibrio cholerae quorum light production without autoinducers; actives 0.16% (n = 350,000); activation, % at 18.7 µM; AID 588436; V. cholerae BH1578 lux reporter, luminescence, 6 h; in the data active means activation mostly above about 9.7%, no sharp cut-off; inconclusive means no clear call, values can overlap the other calls; inactive means mostly below about 3.7%; further: not every result past the cut was called active; inactives centre near 0; reference of the scale not given here
PfHsp40 rescue: rescue of PfHsp40-mediated yeast toxicity | growth rescue, % at 12.5 µM | actives 0.68% (n = 340,000) | S. cerevisiae expressing PfHsp40, growth rescue, ATP luminescence | AID 504582; in the data active means growth rescue above about 28%, passing the limit was not always enough; inconclusive means no clear call, values can overlap the other calls;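 further: yeast W303a lacking pdr1 and pdr3 grown in galactose medium; growth measured after three days at 30 °C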
PriA SSB inh: inhibitors of Klebsiella pneumoniae PriA binding to SSB C-terminal tail. AlphaScreen SSBct-PriA binding, biotinylated peptide. inhibition, % at 33 µM. actives 0.6% (n = 430,000). AID 1272365; in the data active means inhibition mostly above about 37%, no sharp cut-off; inactive means mostly below about 20%;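 further: plate controls were negative control peptide for no effect and reference peptide for full effect; strong numbers were not always called active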
DUSP3 inh: inhibitors of human VHR1 phosphatase (DUSP3) | P51452 | recombinant VHR phosphatase, pNPP absorbance | inhibition, % at 13.3 µM | actives 0.52% (n = 290,000) | AID 1654; in the data active means inhibition above about 50%; further: some compounds called inactive have numbers as strong as hits
Target sequence (P51452 whole entry, looked up): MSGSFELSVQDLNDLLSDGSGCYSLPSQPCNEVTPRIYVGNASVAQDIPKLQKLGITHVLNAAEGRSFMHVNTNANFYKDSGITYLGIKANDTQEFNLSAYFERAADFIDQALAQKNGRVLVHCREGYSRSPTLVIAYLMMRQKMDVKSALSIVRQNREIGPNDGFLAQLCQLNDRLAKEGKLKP
TcdB GH inh: blocks C. difficile toxin B glycohydrolase activity; TcdB glycohydrolase enzymatic assay, plate reader; P18177; actives 0.24% (n = 350,000); inhibition, % at 9.99 µM; in the data active means inhibition above about 10%
Anthrax LF inh2: anthrax lethal factor protease inhibition | P15917 | multiplex microsphere protease cleavage assay, LF | inhibition, % at 10 µM | actives 0.12% (n = 360,000); further: plate controls were buffer without enzyme for full effect and enzyme alone for no effect
Target sequence (P15917 whole entry, looked up): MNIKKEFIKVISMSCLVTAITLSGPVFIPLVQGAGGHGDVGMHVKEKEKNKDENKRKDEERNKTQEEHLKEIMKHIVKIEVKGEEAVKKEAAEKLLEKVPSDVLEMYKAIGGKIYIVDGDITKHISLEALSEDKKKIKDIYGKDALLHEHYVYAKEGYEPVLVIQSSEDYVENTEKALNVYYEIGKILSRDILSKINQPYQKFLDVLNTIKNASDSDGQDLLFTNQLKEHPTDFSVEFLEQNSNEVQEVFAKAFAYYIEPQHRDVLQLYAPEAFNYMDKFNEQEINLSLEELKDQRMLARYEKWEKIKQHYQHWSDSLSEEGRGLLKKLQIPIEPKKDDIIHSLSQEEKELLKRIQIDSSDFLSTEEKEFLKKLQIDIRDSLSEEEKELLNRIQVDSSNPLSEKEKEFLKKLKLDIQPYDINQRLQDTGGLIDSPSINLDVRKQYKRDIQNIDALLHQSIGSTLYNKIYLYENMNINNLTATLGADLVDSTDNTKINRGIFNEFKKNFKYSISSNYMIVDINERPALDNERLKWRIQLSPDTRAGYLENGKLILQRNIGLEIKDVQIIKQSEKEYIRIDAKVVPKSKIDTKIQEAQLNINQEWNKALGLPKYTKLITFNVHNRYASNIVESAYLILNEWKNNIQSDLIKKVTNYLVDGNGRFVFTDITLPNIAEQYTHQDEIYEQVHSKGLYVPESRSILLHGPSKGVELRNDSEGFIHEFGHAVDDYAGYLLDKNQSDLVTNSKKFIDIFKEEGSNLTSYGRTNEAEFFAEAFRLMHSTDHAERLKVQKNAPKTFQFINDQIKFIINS
BoNT A protease: BoNT A light chain protease inhibition | inhibition, % at 10 µM | multiplex microsphere protease substrate cleavage, flow cytometry | actives 0.17% (n = 360,000); further: plate controls were buffer without enzyme for full effect and enzyme alone for no effect
* marks the source's active call; other numbers are inactive results; i = inactive; u = inconclusive; x = no result given; & = joins results of further samples. Unless noted, no stated cut-off is given here; in the data, active means inhibition above about 30%; inconclusive means no clear call, values can overlap the other calls; inactive means below that. An excerpt. The share of hits here may be higher or lower than overall.

SMILES	Y pestis TopoI	SARS 3CLpro inh	CCHF vOTU inh	Vc quorum ag	PfHsp40 rescue	PriA SSB inh	DUSP3 inh	TcdB GH inh	Anthrax LF inh2	BoNT A protease
CCOc1cccc(NC(=O)C2CCCN(S(=O)(=O)c3ccc(-n4cnnn4)cc3)C2)c1 (stereo unspecified)	4	-1	-3	i	1.8	-23	18	x	-6	0.3
O=C(NCc1cccnc1)c1c(O)c2cccc3c2n(c1=O)CCC3	4	-1	12	-0.3	60*	-11	10	2.0	2	0.4
Cc1ccc2c(c1)N(CC(=O)N1CCOCC1)C(=O)C(C)O2 (stereo unspecified)	1	4	12	-3.6	-0.2	-18	8	-1.5	-3	0.6
CN1C2CCC1/C(=C\c1ccc(F)cc1)C(=O)/C2=C/c1ccc(F)cc1	0	4	-1	i	2.8	-3	17	x	-6	-1.8
COC(=O)NNC(=O)COc1cc(C)c(Br)cc1C(C)C	-2	-2	5	-0.2	-0.4	-3	39	x	0	1.4
Cc1ccc(Oc2ccc(Cl)cc2N)cc1	-5	3	3	-0.5	0.1	-46	13	-0.8	-10	-0.7
C[C@H]1CN([C@@H](C)CO)C(=O)CCCn2nncc2CO[C@@H]1CN(C)Cc1ccc(C(F)(F)F)cc1	2	x	-1	-0.4	x	x	x	1.3&1.0	-6	-0.1
O=C(COC(=O)CSc1ccc([N+](=O)[O-])cc1)NCC1CCCO1 (stereo unspecified)	5	0	7	-1.2	-1.2	-4	-13	1.6	-1	0.4
CCOc1ccc(/C=N/NC(=O)Cn2ccnc2C)cc1	1	-4	-13	-0.5	1.8	i	16	2.3	-17	-6.7
O=C(O)c1cccc2c1-c1ccc(Cl)cc1C2	1	x	-10	i	44*	-12	x	0.3	-8	-0.3
O=C(NCc1ccc2c(c1)OCO2)c1ccc(CS(=O)(=O)Cc2cccc(Cl)c2)o1	-3	8	16	i	0.3	4	-13	0.1	-2	-0.9
Cc1cc(C=C2C(=O)N(C)C(=S)N(C)C2=O)c(C)n1-c1cccnc1	4	2	-11	2.4	2.7	0	4	x	2	6.6
CCOC(=O)c1cc(CC)sc1/N=C/c1c(O)ccc2ccccc12	2	8	-12	i	-1.7	x	-4	1.6	9	26
COc1ccccc1NC(=O)CSc1nc2ccccc2nc1N1CC(C)OC(C)C1 (stereo unspecified)	36	1	-12	-2.1	1.4	-14	6	0.3	-9	1.4
Nc1nc2cc(Cl)ccc2n1N	x	x	-6	x	x	x	x	0.1	2	-0.8
CC(=O)[C@H]1CC[C@H]2[C@@H]3CCC4=CC(=O)CC[C@]4(C)[C@H]3CC[C@]12C	17&15	0&-1	4&12	0.6	0.2&3.3	-3	9&7	-3.5&1.2	-2&-7	-0.4&-0.5
CC(=O)Nc1ccccc1NC(=O)c1ccc(C)cc1C	0	-2	-9	-0.2	1.9	-4	18	0.8	-15	-0.6
CC[C@@H](C)CN1C(=O)N[C@@H](c2ccccc2)C(C(C)=O)=C1C	2	x	-6	-0.7	0.6	4	x	-0.1	-3	-0.3
CCC(=O)Nc1ccc2nc(C3CC3)n(Cc3ccccc3)c(=O)c2c1	5	-7	4	-0.3	-0.7	-1	27	x	-3	-1.7
COC(=O)c1ccc(N2CCN(C(=O)c3ccccc3)CC2)c(NC(C)=O)c1	-3	-1	-5	-3.6	0.2	-5	13	0.4	-1	0.0
O=C(Cc1ccc(Cl)c(Cl)c1)Nc1ccccc1N1CCOCC1	-3	2	17	-0.4	-0.8	-3	28	2.0	0	-0.4
O=c1[nH]c(N2CCOCC2)nc2ccccc12	-5	-2	-16	-0.3	-0.5	-2	14	-10.0	8	-2.6
COC(=O)[C@@]1(Cc2ccc(F)cc2)[C@H]2c3cc(C(=O)N(C)C)n(Cc4ccsc4Br)c3C[C@H]2CN1C(=O)c1ccccc1	x	x	6	x	x	x	x	-0.5	2	-2.5
COc1cc(CNC(=O)Nc2nc(C(N)CCc3ccccc3)cs2)cc(OC)c1OC (stereo unspecified)	11	x	7	-0.5	x	x	x	0.7	-9	0.2
COc1cc(NC(=O)c2ccc([N+](=O)[O-])o2)ccc1NC(=O)c1cccs1	-5	0	6	-0.5	2.7	-1	11	8.7	-2	-2.4
CC(C)CNC(=O)CN(C1CCCCC1)S(C)(=O)=O	2	0	12	i	1.2	7	11	x	0	-0.8
Cc1cccc(CNC(=O)C(C)n2nc(C)c3c(C)n(-c4ccccc4)nc3c2=O)c1 (stereo unspecified)	27	-2	9	-0.2	-0.3	-8	14	0.7	2	1.6
CN1C2C=C(N(CCc3ccccc3)C(=O)c3ccc(Cl)cc3)CC1CC2 (stereo unspecified)	0	3	5	i	0.2	-7	6	2.8	-2	0.2
CC1C(=O)CCN(C(C)C)C1C (stereo unspecified)	-4	0	-2	0.7	0.1	-5	11	x	4	-0.7
CCN(CC)c1ncnc2c1ncn2[C@H]1CN(Cc2ccc(OC)cc2)C[C@@H](CO)O1	16	x	2	-0.3	x	x	x	1.2	3	-0.2
COc1ccc(NC(=O)CCC(=O)Nc2cc(OC)c(NC(=O)c3ccco3)cc2OC)c(OC)c1	23	-2	19	-0.2	0.1	-5	-19	1.3	-2	0.9
COc1cccc(-n2cc3c(=O)n(C)c(=O)n(C)c3c2)c1	3	-3	5	i	0.4	-6	-8	x	-4	0.2
Cc1ccc(S(=O)(=O)N(C)c2ccc(C(=O)O)cc2)cc1	-1	2	6	-5.9	-0.8	-14	7	x	2	0.9
CCN(CC(=O)NC1CCS(=O)(=O)C1)c1ccc([N+](=O)[O-])cc1C#N (stereo unspecified)	-2	x	7	i	-0.3	-1	x	1.0	-5	0.2
Cc1c(C=O)c2ccccc2n1Cc1ccccc1	10	4	12	2.1	0.7	-9	13	0.6	10	-2.1
CC(=O)Oc1ccc2ccccc2c1C(NC(=O)Cc1ccccc1)c1ccc(Cl)cc1 (stereo unspecified)	11	4	19	-1.5	40*	8	0	x	-5	-0.7
Cc1cccnc1NC(=O)C1CCN(S(=O)(=O)c2c(C)noc2/C=C/c2ccco2)CC1	14	1	-1	1.1	2.0	-5	21	x	-1	0.0
Cc1ccc(Sc2ccc(NC(=O)c3ccc(S(C)(=O)=O)cc3Cl)cc2)cc1	20	4	3	3.6	-0.7	0	25	x	-9	u
Cc1cc(C(=O)Nc2cccc3ncccc23)no1	5	5	0	-0.3	0.7	-1	2	x	1	0.1
Cc1ccc(NC(=O)CN(C)C(=O)C(c2ccccc2)c2ccccc2)cc1	10	x	9	0.5	2.0	8	x	1.5	-8	0.2
Cc1ccc([C@H]2C(C(=O)O)=CC[C@@H](c3ccc(C)cc3)N2S(=O)(=O)c2ccc(C)cc2)cc1	23	x	27	i	0.1	16	x	-0.6	5	-0.7
OCCNc1ncnc2c1nnn2Cc1ccccc1Cl	-4	x	5	-0.3	x	x	x	4.9	1	0.0
CCOC(=O)Cc1csc(NC(=O)c2ccc(Br)cc2)n1	10	0	-5	-0.8	2.0	-18	20	0.6	-7	0.1
COc1ccc(C(=O)C2CCCN(S(=O)(=O)c3ccc(C(C)=O)cc3)C2)c(C)c1 (stereo unspecified)	26	3	4	-5.9	1.3	-11	-20	2.2	-2	-0.9
Cc1[nH]n(-c2ccccc2)c(=O)c1C=Nc1ccc(S(=O)(=O)NC(N)=O)cc1	-3	2	-1	i	-1.1	0	8	-0.7	-4	-0.8
COc1ccc(S(=O)(=O)NC(CC(=O)NCc2ccco2)c2ccco2)cc1 (stereo unspecified)	-1	-2	12	i	0.8	1	2	x	-1	-1.3
Cc1cccc(/C=C/c2onc(C)c2S(=O)(=O)N2CCC(C(=O)NC(C)(C)C)CC2)c1	13	9	2	0.5	-0.4	-4	9	0.3	4	-0.4
CCOC(=O)c1cn[nH]c1NC(=S)Nc1ccccc1	-6	10	-13	-0.5	0.7	-8	9	2.0	u	4.2
Cc1cc(NC(=O)CSc2ccccn2)no1	6	2	0	-0.4	0.1	8	18	0.3	-7	0.0
C/C=C1\NC(=O)[C@@H](NC(=O)[C@H](CCc2ccc(O)cc2)NC(=O)[C@H](C)NC(=O)[C@H](O)CO)[C@@H](C)OC(=O)[C@H](C(C)C)NC(=O)[C@H](Cc2ccc(O)cc2)N(C)C(=O)[C@H](Cc2ccccc2)N2C(=O)C(CC[C@H]2O)NC1=O (stereo partly specified)	12	x	5	-0.6	3.5	-5	x	1.2	-6	-0.3
CCOC(=O)c1ccc(NC(=O)c2nc[nH]c2C(=O)NCC(=O)OC(C)(C)C)cc1	-3	x	0	-0.3	19	-1	7	x	-2	0.0
COC(=O)CCC(=O)OC1(C)C(=O)C2=CN(CCc3c[nH]c4ccccc34)C(c3ccc(OC)cc3)=CC2=C(Br)C1=O (stereo unspecified)	-12	x	x	0.8	0.0	1	x	x	-24	3.8
COC(=O)c1ccc(C2C(Oc3ccc(OC)cc3)C(=O)N2CCc2ccc(F)cc2)cc1 (stereo unspecified)	67*	6	-8	i	-0.2	9	14	x	0	-0.3
CC[C@H](C)[C@H]1CNC(=S)N1CC1CCN(CCCCc2ccccc2)CC1	5	x	-5	1.4	0.5	11	x	-0.5	-9	-0.1
COc1ccc(CNc2ccccc2)cc1Br	0	2	-9	i	1.6	2	9	x	-6	-0.9
COc1cc(N2CCOCC2)ccc1/C=C1\C(=O)NC(=O)N(C2CCCCC2)C1=O	11	-7	16	-0.2	0.9	11	2	x	-2	0.5
CCc1cc(C(=O)NNC(=S)Nc2cccc(C)c2)cs1	4	-2	0	11	5.5	-2	22	x	1	-4.9
CC(C)(C)c1ccc(C(=O)NNC(=O)CCc2ccccc2)cc1	-4	x	2	i	x	-12	x	-0.8	6	-0.7
CCn1c(CCCOc2ccc(Cl)cc2Cl)nnc1SCC(=O)Nc1cccc(F)c1	10	1	2	i	-1.1	x	5	x	0	-0.8
Cc1ccc(-n2c(=S)[nH]c3sc4c(c3c2=O)CCC4)cc1	-8	4	-4	-0.5	-0.5	-8	1	5.5	-2	1.2

Next section.
SMILES	Y pestis TopoI	SARS 3CLpro inh	CCHF vOTU inh	Vc quorum ag	PfHsp40 rescue	PriA SSB inh	DUSP3 inh	TcdB GH inh	Anthrax LF inh2	BoNT A protease
COc1cc2cc(C(C)(C)O)oc(=O)c2cc1OC	1	x	0	i	-0.4	6	x	1.9	-3	0.1
Cc1ccc(NC(=O)CCCNC(=O)c2ccc(Cl)cc2)c(O)c1	-5	1	16	i	-1.6	2	28	0.0	-3	-3.9
O=C(CN1CCN(c2ccccc2)CC1)NC(=O)NCc1ccccc1	5	x	-3	i	-0.9	7	x	0.8	-7	-0.4
CCCCCCn1c(=O)n2n(c1=O)C[C@]1(OC(=O)NCc3ccc(OC)c(OC)c3)CN(S(=O)(=O)c3ccc(C)cc3)C[C@]1(O)C2	24	x	11	-2.1	x	x	x	1.8	-8	-0.4
CC1(C)NC(=O)N(CC(O)CNC23CC4CC(CC(C4)C2)C3)C1=O (stereo unspecified)	-8	-6	5	-0.1	-0.3	-2	10	x	0	0.7
COc1ccc(CCNC(=S)N2CCN(S(=O)(=O)c3ccccc3F)CC2)cc1	16	5	0	i	-0.7	-1	-38	0.2	-3	-0.3
CCOc1ccc(NC(=O)c2ccco2)cc1S(=O)(=O)N1CCCC1	6	x	1	i	0.5	1	x	0.9	-8	0.1

Reformatted: three of the compounds above.
Under each structure – Y pestis TopoI	SARS 3CLpro inh	CCHF vOTU inh	Vc quorum ag	PfHsp40 rescue	PriA SSB inh	DUSP3 inh	TcdB GH inh	Anthrax LF inh2	BoNT A protease
- CCc1cc(C(=O)NNC(=S)Nc2cccc(C)c2)cs1
 : 4	-2	0	11	5.5	-2	22	x	1	-4.9
- CC(C)(C)c1ccc(C(=O)NNC(=O)CCc2ccccc2)cc1
 : -4	x	2	i	x	-12	x	-0.8	6	-0.7
- CCn1c(CCCOc2ccc(Cl)cc2Cl)nnc1SCC(=O)Nc1cccc(F)c1
 : 10	1	2	i	-1.1	x	5	x	0	-0.8
